High-throughput results (PubChem)
Giardia FBPA inh = blocks Giardia fructose-bisphosphate aldolase activity | A8B2U2 | purified Giardia FBPA | Potency, µM (series often up to 59.6 µM), for the others: at the top dose activity, negative = inhibition, most hits filed as inhibitors | 0.71% of 290,000 active; also: potency is read from the fitted curve at half-maximal effect; % is scaled to controls: 0 for no effect and ±100 for the full control effect; nearly all actives have a fitted effect of over 55% in size
Target sequence (A8B2U2 whole entry, looked up): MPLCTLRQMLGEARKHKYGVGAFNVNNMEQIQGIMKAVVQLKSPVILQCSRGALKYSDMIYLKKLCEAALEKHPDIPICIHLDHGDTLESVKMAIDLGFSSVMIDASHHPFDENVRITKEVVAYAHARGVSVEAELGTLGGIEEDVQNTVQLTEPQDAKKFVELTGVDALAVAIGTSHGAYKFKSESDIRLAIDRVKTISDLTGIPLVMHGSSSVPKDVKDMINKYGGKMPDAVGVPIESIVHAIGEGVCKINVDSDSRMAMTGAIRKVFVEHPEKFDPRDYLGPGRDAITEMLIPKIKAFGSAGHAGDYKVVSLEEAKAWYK
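Giardia FBPA (40 nM reagent) was preincubated 10 min at RT with compound (up to 57.5 uM final), then substrate plus GAPDH/TPI/NAD/arsenate coupling system with diaphorase/resazurin was added; resorufin fluorescence (525/598 nm) was read after 20 min.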
Pf growth 48h = P. falciparum growth inhibition at 48 hours (one generation). Potency, µM (titrated, usually from 28.7 µM), inactives show at the top dose activity change, negative = inhibition, usual class: inhibitors. P. falciparum luciferase growth in erythrocytes, 48 h. 5.9% of 310,000 active; also: potency is read from the fitted curve at half-maximal effect; % is scaled to controls: 0 for no effect and ±100 for the full control effect
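Luminescence readout; reporter = integrated firefly luciferase in P. falciparum. RBC culture at 2% hematocrit, 0.1% parasitemia final, 37 C/5% CO2; decreased signal taken as growth inhibition.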
Pf growth 96h = P. falciparum growth inhibition at 96 hour, primary screen for plastid delayed-death inhibitors; 6.9% of 320,000 active; Potency, µM (titrated, usually from 28.7 µM), for the others: at the top dose activity change, negative = inhibition, actives largely listed as inhibitors; P. falciparum luciferase reporter growth, 96 h; also: potency is read from the fitted curve at half-maximal effect; % is scaled to controls: 0 for no effect and ±100 for the full control effect
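Readout is luminescence from an integrated firefly luciferase in P. falciparum. Red cells, 2% hematocrit and 0.05% parasitemia final, were cultured with compound through two parasite generations (96 hours) at 37 C, 5% CO2.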
CHX counter = counter-screen hit for Shiga toxin inhibitors, cycloheximide; cell reporter, cycloheximide protein synthesis inhibition counterscreen; max response, %; 12% of 300,000 active; AID 2314; in the data active = max response mostly above about 13%, no sharp cut-off; inactive = mostly below about 14%; also: read at 38.3 µM for the half of the compounds with a filed dose; 0% is about no effect
Sm TGR block = inhibitors of Schistosoma mansoni thioredoxin glutathione reductase; purified TGR, DTNB reduction, TNB absorbance 405 nm; Potency, µM (titrated, usually from 114 µM), inactives show at the highest dose activity change, negative = inhibition, actives largely listed as inhibitors; 3% of 360,000 active; Q962Y6; also: potency is read from the fitted curve at half-maximal effect; % is scaled to controls: 0 for no effect and ±100 for the full control effect; nearly all actives have a fitted effect of over 60% in size
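First, TGR (20 nM dispensed) and NADPH were mixed with compound. Second, a 15 min room-temperature incubation followed. Third, further NADPH and then DTNB were added to start the reaction. Finally, TNB absorbance was monitored kinetically.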
Shiga toxin inh = blocks Shiga toxin action in Vero cells. 9.2% of 290,000 active. AID 2315. inhibition, % at 38.7 µM. Vero cells, Shiga toxin protein synthesis inhibition reporter; in the data active = inhibition mostly above about 28%, no sharp cut-off; inactive = mostly below about 43%; also: 0% is about no effect
The depositor's hits bear a star; ? = inconclusive; · = not tested or not shown; & = joins results of further samples; [ ] = remark or other dose. Unless noted, calls follow the shape of the dose curve; as a rule, active = well fitted curve in the direction sought with a large enough effect; inconclusive = small, poorly fitted or top-dose-only effect, or another doubt; inactive = no such curve, though single readings can be large; an effect the other way counts as inactive or inconclusive.

Molecule,Giardia FBPA inh,Pf growth 48h,Pf growth 96h,CHX counter,Sm TGR block,Shiga toxin inh
COC(=O)c1c(-c2ccccc2)noc1C,0%,5%,23%,-3,-5%[57.1 µM],-12
CC(C)(Oc1ccc(CCNC(=O)c2ccc(-c3ccc(Cl)cc3)o2)cc1)C(=O)O,17%,-18%,?,-1,·,-8
CC(c1ccccc1)N(C)C(=O)CN1CCN(S(=O)(=O)c2ccc3c(c2)OCCCO3)CC1 (configuration not stated),·,?,?,·,-15%,·
COc1cc(C(CC(=O)Nc2ccc(Cl)cn2)N2Cc3ccccc3C2=O)cc(OC)c1OC (configuration not stated),6%,?,19%,-1,-36%,-8
CCN1CCN(Cc2nc3c(c(=O)n(C)c(=O)n3C)n2Cc2cccc3ccccc23)CC1,-3%,?,-22%,-4,-9%,-6
O=C(CN1C(=O)c2ccccc2S1(=O)=O)N1CCN(Cc2ccc3c(c2)OCO3)CC1,-1%,-7%,33%[activator],-1,-6%,-3
O=C(Nc1cccc2ccccc12)/C(=C/c1ccc([N+](=O)[O-])cc1)NC(=O)c1ccccc1,0%,?,9.3µM*,1,3%,-3
Cn1c(SCC(=O)NC(C)(C)C)nnc1-c1ccc(C(C)(C)C)cc1,1%,?,39%[activator],-1,0%,2
Cc1ccc(-c2noc(CCC(=O)N3CCN(c4cccc(C(F)(F)F)c4)CC3)n2)cc1,-8%,-30%,?,-2,-1%,5
COc1ccc(/C=N/NC(=O)CSCc2ccc([N+](=O)[O-])cc2)cc1OC,-1%,-25%,59%[activator],2,8%,-17
CC(C)NC(=S)N1CCN(C/C=C/c2ccccc2)CC1,-3%,-6%,?,-3,·,-4
O=C(Nc1ccc(C(=O)N2CCCC2)cc1)c1ccccc1Br,·,28%,-7%,11*,7%,35
N/C(Cc1cccs1)=N\OC(=O)COc1ccccc1,2%,·,?,22*,-2%,33
Cn1c(C(O)c2ccc3c(c2)OCO3)nc2ccccc21 (configuration not stated),-3%,-2%,105%[activator],-2,-14%,-2
COC(=O)C1=C(C)N(Cc2ccccc2)C(=NCc2cc(OC)c(OC)c(OC)c2)N[C@H]1c1ccc(Br)cc1,-1%,-2%,29%,-3,-6%,1
COc1ccc(-c2nnn(CC(=O)N(CCN3CCOCC3)C(C(=O)NC3CCCCC3)c3ccco3)n2)cc1 (configuration not stated),0%,?,74%[activator],-3,0%,15
COCCNC(=O)CCn1nc(-c2ccc(C)cc2)c2ccccc2c1=O,8%,-15%,10%,-2,29%,-8
CCn1nc(C(=O)OCC(=O)N2CCc3ccccc32)c2ccccc2c1=O,15%,-2%,-2%,-5,20µM*,-5
COc1ccc(/C=N/NS(=O)(=O)c2ccccc2)cc1OS(=O)(=O)c1ccccc1,0%,1%,-5%,0,1%,-21
O=C(NCCCn1ccnc1)c1ccncc1,-3%,32%,?,12,6%,-5
CSc1nc2ccc(NC(=O)C3CC(=O)N(Cc4ccccc4)C3)cc2s1 (configuration not stated),-2%,-21%,?,20,10%,-12
O=S(=O)(Nc1ccc(O)c(NS(=O)(=O)c2ccccc2)c1)c1ccccc1,·,-6%,13%,-1,0%,-27
Cc1cc(NC(=O)COC(=O)c2c(C)nn(Cc3ccccc3Cl)c2Cl)no1,4%,-7%,35%[activator],1,20%,-10
CCCC(=O)Nc1nnc(-c2ccc3c(c2)OCO3)s1,5%,0%,84%[activator],-1,-6%,-3
CCOC(=O)N1CCC(NC(=O)CSc2cc(=O)n(C)c3ccccc23)CC1,0%,-6%,13µM*,-4,2%,-29
CCC(C)n1c(=O)[nH]c(C)c(Br)c1=O (configuration not stated),1%,·,·,-2,·,-14
COc1ccc(N2CCN(C(=O)C(=O)c3c(C)n(C)c4ccccc34)CC2)cc1,4%,-16%,-46%,7,1%,-3
O=C(O)c1ccc(NC2=C(n3nnc4ccccc43)C(=O)c3ccccc3C2=O)cc1,?,?,?,1,7.1µM*,8
C[C@]1(C(=O)NCCN2CCOCC2)C=C[C@@H](Cc2ccccc2)N1C(=O)c1ccccc1,4%&1%,18%,-23%,-5,-4%,-12
Cc1c(C(=O)N2CCC[C@H]2CO)oc2c(F)cccc12,10%,22%,15µM*,24*,4%,36*
Cc1[nH]c(=O)c(C#N)c(C)c1Cl,1%,-4%,-1%,0,-8%,-8
CCOC(=O)N1CCN(C2CCCN(C(=O)c3cccc(N(C)C)c3)C2)CC1 (configuration not stated),7%,1%,?,7,0%,9
Cc1ccc(C(=O)CCC(=O)Nc2cccc(C)c2)cc1,3%,23%,0%,-1,0%,-9
NS(=O)(=O)c1ccc(CNC(=O)c2cc(-c3cccnc3)nc3ccc(Br)cc23)cc1,2%,-24%,?,-2,-11%,-7
C=CCN1C(=O)CSC1=Nc1ccc(NC(C)=O)cc1,·,20%,-10%,-10,4%,21
COc1ccc(C2C(C(=O)c3ccc(C)o3)=C(O)C(=O)N2CC2CCCO2)cc1OC (configuration not stated),·,7%,-16%,1,-4%,-7
Cc1ccc(-n2cc(CNCCCn3cccn3)c(-c3cccc(C)c3)n2)cc1,4%,?,?,-1,-11%,-9
COc1ccccc1C(=O)NNC(=O)c1ccc(NC(=O)CC(C)C)cc1,5%,?,266%[activator],2,2%,-5
COc1ccc(N(C)C(=S)Nc2ccc3nc(C)c(C)nc3c2)cc1,?,37%[activator],2.3µM*,-2,56µM*,-1
CC(=O)Nc1nc(C)nc(-c2ccccc2OC(C)=O)n1,6%,20%,?,3,5%,8
O=C(NCCn1cc(SCC(=O)N2CCOCC2)c2ccccc21)c1c(F)cccc1F,0%,-18%,?,10,-2%,32
N=c1ccn(Cc2ccc([N+](=O)[O-])cc2)cc1,6%,4.1µM*,?,1,24%,29
CC(C)CC(=O)Nc1c2c(nn1-c1cccc(Cl)c1)CS(=O)C2 (configuration not stated),9%,1%[0.00184 µM],27%,4,2%,-11
CCn1c(=NC(=O)CCS(=O)(=O)c2ccccc2)sc2cccc(OC)c21,·,-20%,?,8,-6%,-10
C/C(CC(=O)Nc1ccc(N(C)C)cc1)=N\NC(=O)c1ccc(C(C)(C)C)cc1,-8%,-7%,4.1µM*,6,-21%,-11
COc1cccc(-c2cc(C(F)(F)F)nc(-n3cccn3)n2)c1,1%,·,?,-1,8%,-3
CCOC(=O)C1=C2c3ccc4ccccc4c3CC(C)(C)N2C(=O)C1=O,?,?,?,4,-14%,14
CCCCn1c(N)c(N(CCOC)C(=O)C2CC(=O)N(Cc3ccco3)C2)c(=O)[nH]c1=O (configuration not stated),·,?,-3%,·,-4%,·
OCCNCc1cc(Br)ccc1OCc1ccccc1,-5%,-29%,-9%,-3,0%,-7
O=C1/C(=C/c2ccc(O)cc2)SC(=S)N1Cc1cccnc1,2%,5%,78%[activator],-2,-10%,13

(further entries)
Molecule,Giardia FBPA inh,Pf growth 48h,Pf growth 96h,CHX counter,Sm TGR block,Shiga toxin inh
COc1ccc(-n2c(SCC(=O)NCc3cccs3)nnc2-c2ccoc2C)cc1,9%,?,36%[activator],-3,40µM*,-30
CCOC(=O)N1CCN(C(=O)CCn2c(=S)[nH]c3cc(OCC)c(OCC)cc3c2=O)CC1,4%,-3%,37%[activator],-4,2%,-5
CC(C)c1nc(=S)c2ccccc2[nH]1,-3%,-14%,?,19,-2%,-15
COc1ccc(CCN=C(N)C(C)c2ccccc2)cc1OC (configuration not stated),6%,-1%,65%[activator],-5,3%,-11
CCOC(=O)C1=C(COC(=O)c2ccc([N+](=O)[O-])o2)NC(=O)NC1C (configuration not stated),·,-3%,-29%,·,?,·
CCC(C)[C@H]1CN=C(N)N1CCCc1cc(OC)c(OC)c(OC)c1 (some centres not stated),5%,10µM*,13µM*,-1,7%,-5
Cc1ccc(C(=O)OCCc2sc[n+](Cc3ccccc3)c2C)cc1,5%,1.5µM*,1µM*,-2,-14%,-6
CC(C)Nc1nc(-c2ccccc2)nnc1-c1ccccc1,0%,?,?,-1,·,-12
O=C(NCCCn1ccnc1)c1cccnc1,-7%,-2%,-11%,-5,9%,-4
COc1ccc(OC)c(CCNC(=O)CCCc2nnc3n(C)c(=O)c4sccc4n23)c1,0%,2%,16%,-4,-4%&0%,-6
Cc1nnc(NCc2ccncc2)c2ccccc12,17%,40%[activator],-12%,-3,-3%,-10
O=C(NCC(c1cccs1)N1CCOCC1)c1cc([N+](=O)[O-])cc([N+](=O)[O-])c1 (configuration not stated),-5%,0%,17%,18*,-3%,2
CC(=O)c1c(N2CCN(CCO)CC2)nc(=S)n(-c2ccccc2)c1C,-19%,-5%[5.75 µM],17%,-2,?,-8
O=C(CSc1nccc(=O)[nH]1)NC1CCCC1,·,25%,46%[activator],-6,12%,-5
CS(=O)(=O)C1=NSC2=NC(=O)/C(=C\c3ccc(OC(=O)c4ccco4)c(Br)c3)C(=N)N21,?,6%,?,4,?,-11
CCOC(=O)C(CSCC(=O)c1ccc(Cl)cc1)NC(=O)OC(C)(C)C (configuration not stated),-11%,·,26%,0,?,-2
O=C1NC(=O)C(=Cc2ccc(OCCOc3ccc([N+](=O)[O-])cc3)cc2)C(=O)N1,-10%,-6%,24%,9,16µM*,11
O=C(Nc1cccnc1)c1cc(-c2cccs2)on1,-3%,235%[activator],10µM*,1,0%,-5
Cn1cc(S(=O)(=O)N2CCN(c3ccccc3)CC2)c(=O)n(C)c1=O,13%,10%,13%,-3,6%,-3
CSc1nc(-c2ccccc2)nc(NC(C)=O)c1C(C)=O,3%,6%,?,-2,2%,25

A portion from the list above, as a working copy:
Molecule,Giardia FBPA inh,Pf growth 48h,Pf growth 96h,CHX counter,Sm TGR block,Shiga toxin inh
CS(=O)(=O)C1=NSC2=NC(=O)/C(=C\c3ccc(OC(=O)c4ccco4)c(Br)c3)C(=N)N21,?,6%,?,4,?,-11
CCOC(=O)C(CSCC(=O)c1ccc(Cl)cc1)NC(=O)OC(C)(C)C (configuration not stated),-11%,·,26%,0,?,-2
O=C1NC(=O)C(=Cc2ccc(OCCOc3ccc([N+](=O)[O-])cc3)cc2)C(=O)N1,-10%,-6%,24%,9,16µM*,11
O=C(Nc1cccnc1)c1cc(-c2cccs2)on1,-3%,235%[activator],10µM*,1,0%,-5
Cn1cc(S(=O)(=O)N2CCN(c3ccccc3)CC2)c(=O)n(C)c1=O,13%,10%,13%,-3,6%,-3

Next entries follow.
Molecule,Giardia FBPA inh,Pf growth 48h,Pf growth 96h,CHX counter,Sm TGR block,Shiga toxin inh
O=C(Nc1ccc2c(c1)C(=O)NC2=O)c1ccc2ncsc2c1,1%,155%[activator],192%[activator],22*,-2%,92*
O=C(Nc1ccnn1C1CCN(C(=O)c2ccccc2C(F)(F)F)CC1)C1CC1,·,-15%,2%,27*,-4%,40
CCOC(=O)C1=NN(c2ccccc2)C2C(=O)N(c3ccccc3OC)C(=O)C12 (configuration not stated),-6%,30%,29%,0,9%,-9
CCOc1ccc(C(=S)NC2CCCCC2)cc1OC,-1%,3%,1%,-3,6%,6
Fc1ccccc1COc1ccc(/C=N/NC(=S)NCc2ccccc2)cc1,5%,?,?,6,-13%,-5
COc1ccc(CCNC(=O)C2CCN(S(=O)(=O)c3ccc(C)cc3)CC2)cc1,18%,?,?,3,9%,16
CCOC(=O)C1=C(C)Nc2ncnn2C1c1cc(Br)ccc1F (configuration not stated),7%,-17%,26%,-1,-2%,-11
